Cycloheximide cs: Cycloheximide Counterscreen for Small Molecule Inhibitors of Shiga Toxin | AID 2314, 2010 | cell reporter, cycloheximide protein synthesis inhibition counterscreen | actives 12% (n = 300,000) | max response, %; in the data active = max response mostly above about 13%, no sharp cut-off; inactive = mostly below about 14%; also: read at 38.3 µM for the half of the compounds with a filed dose; 0% is about no effect
LmPK inhibitor: qHTS Assay for Inhibitors of Leishmania Mexicana Pyruvate Kinase (LmPK). purified LmPK, Kinase-Glo ATP luminescence, 1 h. Q27686. Potency, µM (doses to about 57.5 µM), inactives show top-dose activity change, negative = inhibition, actives largely listed as inhibitors. actives 0.37% (n = 290,000); also: potency is read from the fitted curve at half-maximal effect; % is scaled to controls: 0 for no effect and ±100 for the full control effect
Target sequence (Q27686 whole entry, looked up): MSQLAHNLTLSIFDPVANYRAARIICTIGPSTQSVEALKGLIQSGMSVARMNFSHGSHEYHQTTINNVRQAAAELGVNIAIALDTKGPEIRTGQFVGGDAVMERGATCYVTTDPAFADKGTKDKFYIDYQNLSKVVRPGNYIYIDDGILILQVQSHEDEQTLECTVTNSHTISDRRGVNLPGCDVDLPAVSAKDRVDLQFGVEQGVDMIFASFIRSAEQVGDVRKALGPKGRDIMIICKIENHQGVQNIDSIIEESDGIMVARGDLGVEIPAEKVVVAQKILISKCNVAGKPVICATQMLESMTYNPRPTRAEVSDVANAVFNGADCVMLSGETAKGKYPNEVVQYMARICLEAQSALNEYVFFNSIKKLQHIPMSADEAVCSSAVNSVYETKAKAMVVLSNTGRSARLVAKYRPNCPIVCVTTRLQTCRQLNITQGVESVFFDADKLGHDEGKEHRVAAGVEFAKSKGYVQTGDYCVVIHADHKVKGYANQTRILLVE
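Pyruvate kinase activity monitored as ATP production (luciferase luminescence). Conditions: 0.1 nM enzyme, 0.5 mM PEP, 0.1 mM ADP, 1 h, RT; normalized against uninhibited and no-enzyme wells.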
AmpC inh no detg: qHTS Inhibitors of AmpC Beta-Lactamase (assay without detergent). Potency, µM (highest dose often 57.1 µM), for inactives: top-dose activity change, negative = inhibition, most hits filed as inhibitors. AID 485341, 2010. P00811. AmpC nitrocefin hydrolysis, absorbance 480 nm, 0.0001% Triton. actives 0.52% (n = 330,000);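 also: potency is read from the fitted curve at half-maximal effect; plate controls were no compound for no effect and no enzyme for full effect; nearly all actives have a fitted effect of over 20% in size; some results filed as inactive show a strong effect at the top dose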
Target sequence (P00811 whole entry, looked up): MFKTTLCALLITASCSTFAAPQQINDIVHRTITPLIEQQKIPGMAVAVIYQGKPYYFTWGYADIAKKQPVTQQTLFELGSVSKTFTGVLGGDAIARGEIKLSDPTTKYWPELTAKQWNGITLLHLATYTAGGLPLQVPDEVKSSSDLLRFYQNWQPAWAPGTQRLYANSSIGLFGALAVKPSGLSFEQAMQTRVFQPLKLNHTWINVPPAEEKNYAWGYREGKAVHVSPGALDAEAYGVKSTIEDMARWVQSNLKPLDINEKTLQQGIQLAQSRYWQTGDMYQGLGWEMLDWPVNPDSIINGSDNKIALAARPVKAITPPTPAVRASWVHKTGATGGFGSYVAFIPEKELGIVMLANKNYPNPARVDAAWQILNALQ
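20 mM phosphate pH 7.0 + 0.01% (detergent screen) or 0.0001% Triton X-100; 5.3 nM AmpC reagent; cpd preinc 15 min RT; nitrocefin (800 uM stock) to start; A480 q20 s × 4 min; Activity was normalised to no-enzyme and no-compound control wells.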
Pf growth 48h: Primary qHTS for delayed death inhibitors of the malarial parasite plastid, 48 hour incubation. P. falciparum luciferase growth in erythrocytes, 48 h. Potency, µM (top dose mostly 28.7 µM), for the others: at the top dose activity change, negative = inhibition, actives largely listed as inhibitors. actives 5.9% (n = 310,000); also: potency is read from the fitted curve at half-maximal effect; % is scaled to controls: 0 for no effect and ±100 for the full control effect
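Read-out is firefly luciferase luminescence from an integrated reporter in P. falciparum, so falling signal marks reduced parasite growth. Infected erythrocytes were at 2% hematocrit and 0.1% parasitemia (final) in Albumax-supplemented RPMI 1640.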
TbPYK inhibitor: qHTS of Trypanosoma Brucei Inhibitors; pyruvate kinase (Trypanosoma brucei), Q57TT1; TbPYK enzyme, Kinase-Glo Plus ATP luminescence, 45 min; Potency, µM (top dose mostly 76.8 µM), for inactives: top-dose activity, negative = inhibition, actives largely listed as inhibitors; actives 0.12% (n = 410,000); AID 624173, 2012; also: potency is read from the fitted curve at half-maximal effect; % is scaled to controls: 0 for no effect and ±100 for the full control effect; nearly all actives have a fitted effect of over 50% in size
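Activity of T. brucei pyruvate kinase was followed by Kinase-Glo Plus luminescence after the enzyme reacted 45 min at room temperature with 130 uM ADP (final) and substrate. Test compounds were added before ADP at multiple concentrations.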
Pf growth 96h: Primary qHTS for delayed death inhibitors of the malarial parasite plastid, 96 hour incubation. P. falciparum luciferase reporter growth, 96 h. Potency, µM (titrated, usually from 28.7 µM), for inactives: at the highest dose activity change, negative = inhibition, usual class: inhibitors. actives 6.9% (n = 320,000); also: potency is read from the fitted curve at half-maximal effect; % is scaled to controls: 0 for no effect and ±100 for the full control effect
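Two parasite generations (96 h, 37 C, 5% CO2) of compound exposure in infected erythrocytes (0.05% parasitemia, 2% hematocrit). Luciferase-reporter P. falciparum; decreased luminescence indicates inhibited growth, aimed at apicoplast-acting delayed death.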
Shiga toxin inh: A qHTS for Small Molecule Inhibitors of Shiga Toxin; Vero cells, Shiga toxin protein synthesis inhibition reporter; inhibition, % at 38.7 µM; actives 9.2% (n = 290,000); in the data active = inhibition mostly above about 28%, no sharp cut-off; inactive = mostly below about 43%; also: 0% is about no effect
* = called active by the depositor; u = inconclusive; x = no result given; & = joins results of further samples; [ ] = remark or other dose. Unless noted, calls follow the shape of the dose curve; as a rule, active = well fitted curve in the direction sought with a large enough effect; inconclusive = small, poorly fitted or top-dose-only effect, or another doubt; inactive = no such curve, though single readings can be large; an effect the other way counts as inactive or inconclusive. Outcome played no part in choosing rows; any-hit rate near 22%.

SMILES	Cycloheximide cs	LmPK inhibitor	AmpC inh no detg	Pf growth 48h	TbPYK inhibitor	Pf growth 96h	Shiga toxin inh
CCOC(=O)c1cnc(-c2ccccc2)nc1N	57.3*	-17.7%	30.4%	235.5%[activator]	0.5%	-18.6%	125.7*
O=C(O)CC(NC(=O)c1ccncc1)c1ccccc1 (centres undefined)	4.9	4.8%	-7.3%	2.3%	-1.6%	9.3%	-8.7
CC(=O)N/C(=C\c1ccccc1)C(=O)OCc1cccc(S(=O)(=O)N(C)C)c1	1.2	1.8%	9.3%	u	-2.1%	u	3.1
CCc1ccc(C2CC(c3ccc(Cl)cc3)n3nc(N)nc3N2)cc1 (centres undefined)	-0.9	-5.7%	-5.6%	10.3%	-5.1%	u	2.7
N[C@@H](Cc1ccccc1)c1nnc2sc(SCc3ccccc3)nn12	-0.9	-3.9%	38.5%	-28.2%	u	x	-9.2
O=C(O)c1ccc(-c2ccc(OS(=O)(=O)c3ccccc3F)cc2)cc1	18.9*	-1.0%	-19.7%	41.4%[activator]	-1.8%	23.5%	65.0*
CN(C)S(=O)(=O)c1cccc(COc2cccnc2[N+](=O)[O-])c1	-3.5	4.6%	-8.2%	11.6%	-9.0%	29.0%	1.6
CCOc1ccc(OCCC(=O)OCC(=O)Nc2ccc(Cl)cn2)cc1	x	x	-17.2%	-0.5%	2.0%	29.6%	x
Cc1ccsc1C1C(C#N)=C(N)OC2=C1C(=O)CC(C)C2 (centres undefined)	-3.3	-1.4%	-20.4%	11.9%	-4.2%	19.4%	-10.6
Cc1c(C)c2ccc(OCC(=O)N(C)C3CCS(=O)(=O)C3)c(C)c2oc1=O (centres undefined)	-1.9	0.5%	-3.6%	u	-3.7%	u	-6.8
O=C(CCC1CCCN(C(=O)c2ccncc2)C1)NCc1ccc(F)c(F)c1 (centres undefined)	17.5	2.8%	-3.6%	0.0%	-12.6%	106.2%[activator]	35.2
CCC[N+]12CCC(CC1)C(=C(c1ccccc1)c1ccccc1)C2	1.0	-2.3%	-16.1%	1.31µM*	0.0%	u	-9.8
Cc1c(CC(Cl)(Cl)Cl)c2c(n1O)CC(C)(C)CC2=O	-2.6	-1.2%	-41.2%	-15.7%	-1.7%	-29.7%	-10.3
CC(C)Oc1ccc(-c2nn(-c3ccccc3)cc2/C=c2\sc3ncnn3c2=O)cc1	-2.1	-0.1%	-18.0%	14.2%	x	-19.5%	0.8
N#Cc1ccccc1CSCCNC(=O)Cc1c(F)cccc1Cl	16.6*	6.2%	-17.6%	-29.8%	-3.8%	-18.7%	28.2
CCC(c1nnnn1C1CCCC1)N1CCN(c2cccc(OC)c2)CC1 (centres undefined)	1.2	2.2%	77.0%[activator]	11.7µM*	1.6%	27.3%	-24.6
O=C(NN1CCOCC1)c1cn(-c2ccccc2)nc1-c1cccs1	5.4	4.1%	20.7%	21.2%	2.2%	31.7%[activator]	-5.5
CCN1CCN(C(=O)c2ccc3c(c2)N(Cc2ccccc2)C(=O)c2ccccc2S3(=O)=O)CC1	-2.2	-0.2%	146.8%[activator]	6.57µM*	3.1%&3.6%	23.0%	-10.4
CN(C)c1cccc(O)c1	x	x	-6.1%	0.3%	3.1%	u	x
Cn1c(=O)[nH]c(NC2CCCCC2)c(N=O)c1=O	6.3	-1.6%	-7.7%	-12.2%	1.0%	3.2%	-6.9
CCOC(=O)c1[nH]c2ccc(Cl)cc2c1-c1ccccc1	5.3	15.4%	-8.8%	u	-0.9%	u	6.5
Cc1ccccc1CN(C)CC(=O)NC(C)CCc1ccccc1 (centres undefined)	10.7	-9.0%	119.1%[activator]	-15.9%	-19.7%	-25.2%	-12.6
CCN(CC)CCCN1C(=O)c2oc3ccccc3c(=O)c2C1c1cccs1 (centres undefined)	18.6	-3.3%	0.5%	10.2%	x	x	-3.6
COc1ccc(S(=O)(=O)N(C)c2ccc(OCC(=O)Nc3cc(C)on3)cc2)cc1	1.9	3.1%	-52.5%	u	1.9%	33.9%[activator]	-8.3
COCCCNC(=S)NCCCNc1nc2cc(C)cc(C)c2cc1C#N	-1.7	-6.1%	178.6%[activator]	-16.4%	-4.5%	-5.9%	13.7
C=CCOc1c(CNc2nccs2)cccc1OCC	-0.4	4.1%	-25.4%	-17.7%	-4.0%	x	13.8
CC(C)(C)C(=O)Nc1ccccc1C(=O)Nc1ccncc1	-2.3	1.6%	-6.9%	u	-1.4%	-12.1%	0.5
CN(C)c1ccc(/C=N/NC(=O)CNC(=O)c2ccco2)cc1	18.9	-2.7%	-34.3%	32.0%[activator]	-19.8%	9.8%	37.5
Cc1ccc(NC(=O)Nc2nnc(Cc3ccc(F)cc3)s2)cc1	16.1	2.6%	-37.6%	-24.5%	-5.2%	u	41.8*
CC(C)CC1CCCCC1OC(=O)CN1CCCCC1 (centres undefined)	-6.3	-2.8%	-8.9%	24.0%	4.7%	62.5%	30.3

Rewritten with two lines to a compound: part of the list above.
Value order – Cycloheximide cs, LmPK inhibitor, AmpC inh no detg, Pf growth 48h, TbPYK inhibitor, Pf growth 96h, Shiga toxin inh
COCCCNC(=S)NCCCNc1nc2cc(C)cc(C)c2cc1C#N
  -1.7, -6.1%, 178.6%[activator], -16.4%, -4.5%, -5.9%, 13.7
C=CCOc1c(CNc2nccs2)cccc1OCC
  -0.4, 4.1%, -25.4%, -17.7%, -4.0%, x, 13.8
CC(C)(C)C(=O)Nc1ccccc1C(=O)Nc1ccncc1
  -2.3, 1.6%, -6.9%, u, -1.4%, -12.1%, 0.5
CN(C)c1ccc(/C=N/NC(=O)CNC(=O)c2ccco2)cc1
  18.9, -2.7%, -34.3%, 32.0%[activator], -19.8%, 9.8%, 37.5

The results go on.
SMILES	Cycloheximide cs	LmPK inhibitor	AmpC inh no detg	Pf growth 48h	TbPYK inhibitor	Pf growth 96h	Shiga toxin inh
O=C(Nc1cc(Cl)cc(Cl)c1)C1CC(=O)N(C2CCCC2)C1 (centres undefined)	x	x	5.9%	9.8%	-5.0%	100.3%[activator]	x
Cc1ccc2c(c1)c1c3n2CC(=C2C(=O)OC(C)(C)OC2=O)NC3CCC1 (centres undefined)	-1.3	0.4%	-22.5%	u	-12.2%	0.185µM*	28.5
O=C(COC(=O)Cc1cccs1)Nc1ccccc1F	0.7	0.9%	5.9%	11.9%	0.1%	x	4.7
COc1ccc2c(c1)CCc1sc(NC(=O)c3ccco3)nc1-2	49.6*	3.9%	-12.2%	x	-7.0%	u	128.9*
CCn1c(C(=O)O)c(CC(=O)NC2CCCCCC2)c2ccccc21	-1.1	-5.5%	-14.4%	3.8%	6.0%	-0.9%	59.4
N#Cc1ccccc1NC(=O)c1ccc2c(c1)OCCO2	31.2*	0.0%	-25.7%	156.0%[activator]	-2.3%	7.7%	99.0*
CCOc1ccc(CCNC(=O)COC(=O)C2CC2)cc1OCC	x	x	-8.7%	-2.4%	-1.0%	-11.3%	x
O=S(=O)(NCc1cn2ccsc2n1)c1cccs1	23.4*	-1.0%	-10.3%	39.5%[activator]	1.6%	88.1%[activator]	20.6
Cc1nc(/C=C/c2ccccc2)cc(/C=C/c2ccccc2)n1	29.6*	4.8%	-7.3%	u	-5.4%	x	63.4*
COc1ccc(-c2cc(C(=O)OCC(=O)Nc3cc(C)on3)c3ccccc3n2)cc1OC	-1.4	0.3%	-19.7%	44.8%[activator]	5.3%	56.0%[activator]	-7.0
COc1ccc(-n2c(SCC(=O)OC(C)C)nnc2-c2ccccn2)cc1	1.0	-3.3%	8.7%	1.4%	-5.0%	2.08µM*	-17.0
NC(=O)c1nsc(C(=O)N(CC(=O)NCc2ccco2)c2ccccc2F)c1N	13.7	1.0%	-16.2%	0.3%	-3.1%	-16.4%	20.7
COc1ccc(OC)c2c1C(=O)C(Cl)=C(Cl)C2=O	15.2*	-21.4%	-2.8%	-19.9%	2.82µM*	1.4%	12.9
O=C(CN1CCCCCC1)OCCN=C1NS(=O)(=O)c2ccccc21	-3.2	-7.6%	-3.1%	8.7%	3.8%	19.9%	-4.5
COc1ccc(S(=O)(=O)NCCc2c(C)nn(C)c2Oc2ccccc2)cc1	4.7	0.4%	47.8%	u	-2.6%	u	9.1
CCN1C(=O)C(=O)N(CC(=O)c2[nH]c(C)c(C(C)=O)c2C)C1=O	x	x	-21.3%	0.9%	-4.2%	-45.3%	x
O=c1[nH]c(/C=C\c2cccc(C(F)(F)F)c2)nc(O)c1[N+](=O)[O-]	-0.4	1.8%	-20.8%	9.28µM*	-0.2%	u	-8.9
Cn1nc2c(c1C(=O)N1CCCC(C(=O)c3cc(F)ccc3F)C1)CCCC2 (centres undefined)	-0.5	1.5%	63.5%[activator]	-28.2%	5.8%	u	11.3
COC(=O)c1ccc(N2C(=O)c3ccc(OC)c(OC)c3C2=O)cc1	-1.6	1.0%	-17.5%	26.6%	4.0%	6.4%[5.75 µM]	-4.2
CCOc1ccc(N2CSC3=C(C#N)C(c4ccco4)CC(=O)N3C2)cc1 (centres undefined)	1.4	4.6%	-29.1%	x	-5.9%	u	-6.4
CCCn1c(COc2ccccc2OC)nc2ccccc21	14.2*	9.1%	0.6%	0.0%	-11.0%	12.7%	x
O=C(O)c1nn(-c2cccc(Cl)c2)c(=O)cc1O	-2.9	-0.3%	-16.1%	2.5%	-10.7%	12.2%	-1.7
O=C(NCCc1nnc2ccc(NCc3ccc(F)cc3)nn12)c1ccccc1	-1.5	1.5%[11.5 µM]	15.6%	u	0.5%	u	10.4
Cn1cc(CC(=O)NC2CCCCC2)c2ccccc21	6.8	0.0%	-15.2%	11.2%	1.1%	u	35.6
CC(NC(=O)COC(=O)c1ccc2ccccc2n1)C1CC2CCC1C2 (centres undefined)	-6.9	5.0%	32.4%	4.9%	-5.2%	u	20.8
CN1CCc2c(sc(NC(=O)CS(=O)(=O)c3ccc(F)cc3)c2C(N)=O)C1	x	x	-7.8%	11.4%	6.0%	0.3%	x
COc1cc(/C=N/NC(=S)Nc2cccc(S(=O)(=O)N(C)C)c2)cc(OC)c1O	13.5	0.7%	-13.1%	-29.7%	2.9%	11.7µM*	-30.6

Rewritten field by field: part of the list above
C=CCOc1c(CNc2nccs2)cccc1OCC
  Cycloheximide cs: -0.4
  LmPK inhibitor: 4.1%
  AmpC inh no detg: -25.4%
  Pf growth 48h: -17.7%
  TbPYK inhibitor: -4.0%
  Pf growth 96h: x
  Shiga toxin inh: 13.8

CC(C)(C)C(=O)Nc1ccccc1C(=O)Nc1ccncc1
  Cycloheximide cs: -2.3
  LmPK inhibitor: 1.6%
  AmpC inh no detg: -6.9%
  Pf growth 48h: u
  TbPYK inhibitor: -1.4%
  Pf growth 96h: -12.1%
  Shiga toxin inh: 0.5

High-throughput results: PubChem BioAssay, National Center for Advancing Translational Sciences (NCATS)
